Vif-APOBEC3F blk = Vif-A3F binding inhibition | HeLa A3F-eYFP + Vif (tagged APOBEC3F with the HIV-1 protein that degrades it), YFP fluorescence increase | Potency, µM (top dose mostly 46.1 µM), for the others: at the top dose activity, negative = active | actives 0.2% (n = 390,000); note: potency is the fitted concentration of half-maximal effect; % of control where 0% means no effect; nearly all actives have a fitted effect of over 65% in size
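HeLa cells stably expressing Vif plus C-terminally eYFP-tagged A3F were seeded, incubated overnight at 37 deg C, dosed with compound, incubated overnight again at 37 deg C. Yellow fluorescence (Ex 488/Em 500-530) reported blocked Vif-mediated A3F-eYFP degradation.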
D2 agonist = activates the human D2 dopamine receptor | P14416 | HEK293 T-REx D2 cells, calcium flux agonist mode | activation, % at 2 µM | actives 0.53% (n = 340,000) | AID 485358;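 active = activation over 3 SD above normal in the single-dose calcium agonist read, cut at about 30% in these data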; note: 0% is about no effect
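Tetracycline-induced HEK293 T-REx cells with force-coupled D2 receptor, plated overnight at 30 C, loaded with no-wash calcium dye. After a 10 s baseline, compound was pin-added and calcium flux read kinetically for 180 s; calcium rises flagged agonists.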
Vif-APOBEC3G blk = inhibitors of Vif-APOBEC3G interaction; Q9HC16; HeLa A3G-eYFP + Vif (tagged APOBEC3G with the HIV-1 protein that degrades it), YFP fluorescence, overnight; Potency, µM (top dose mostly 46.1 µM), for the others: at the top dose activity, negative = active, most hits filed as inhibitors; actives 0.076% (n = 410,000); AID 602310;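 note: potency is the fitted concentration of half-maximal effect; % is set by controls: 0 for no effect and ±100 for the full control effect; nearly all actives have a fitted effect of over 60% in size; hits raise eYFP signal because A3G escapes Vif-driven loss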
Target sequence (Q9HC16 whole entry, looked up): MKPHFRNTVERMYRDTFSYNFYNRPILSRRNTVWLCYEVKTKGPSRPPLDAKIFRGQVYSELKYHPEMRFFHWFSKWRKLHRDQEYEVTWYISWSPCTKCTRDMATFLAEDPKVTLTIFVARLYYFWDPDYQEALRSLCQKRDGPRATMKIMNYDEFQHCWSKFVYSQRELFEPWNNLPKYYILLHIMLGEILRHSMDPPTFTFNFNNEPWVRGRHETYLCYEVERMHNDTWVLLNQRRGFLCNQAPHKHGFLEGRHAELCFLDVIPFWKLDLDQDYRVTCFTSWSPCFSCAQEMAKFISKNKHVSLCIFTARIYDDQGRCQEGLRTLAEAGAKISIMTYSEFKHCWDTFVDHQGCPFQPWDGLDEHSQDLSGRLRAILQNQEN
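Read-out is eYFP fluorescence (Ex 488/Em 500-530) from Vif-expressing HeLa A3G-eYFP cells; more signal means A3G escaped Vif-mediated degradation. Cells plated overnight, compound pinned in, incubated overnight at 37 deg C.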
GRP78 ERSR act = induces the endoplasmic reticulum stress response in human glioma cells. U87-MG GRP78 promoter luciferase reporter, 16 h. Potency, µM, for the others: top-dose activation, actives largely listed as activators. actives 0.02% (n = 420,000). AID 602332; note: potency is the fitted concentration of half-maximal effect; series mostly up to about 76 µM; % of control where 0% means no effect; nearly all actives have a fitted effect of over 35% in size
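Stably transfected U87-MG human glioma cells carrying a GRP78-based luminescent sensor were seeded at 1000 cells/well, pin-dosed with compounds and incubated 16 h. Luciferase reagent was then added, and end-point luminescence was read after 10 min at room temperature.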
LDHA block = inhibitors of human lactate dehydrogenase A. P00338. purified LDHA, NADH/diaphorase-resazurin fluorescence; stronger effect = lower value. activity change, % (values are at about 110 or 230 µM). actives 0.15% (n = 480,000); in the data active = activity change below about -30%; inconclusive = mostly about -25% to -30%;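 note: plate controls were DMSO wells for no effect and wells without enzyme for full effect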
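LDH5 2 nM; NADH 0.06 mM, pyruvate 0.2 mM; 200 mM Tris pH 7.4, EDTA, Tween-20; 5 min RT. Detection: diaphorase 0.133 mg/mL + resazurin 37 µM, fluorescence ex540/em590 at 0 and 20 min; normalized to enzyme-free and DMSO wells.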
D2 antag = D2 dopamine receptor (human) antagonism; P14416; HEK293 TREx D2 cells, calcium flux, dopamine EC80; inhibition, % at 10 µM; actives 2% (n = 340,000); AID 485344; in the data active = inhibition above about 30%; note: 0% is about no effect
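Tetracycline-induced HEK293 T-REx cells expressing D2 force-coupled to calcium signalling were dye-loaded, exposed to compound for 180 s, then challenged with an EC80 of dopamine; calcium flux was followed kinetically for a further 180 s.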
ALOX12 inh = inhibitors of human 12S-lipoxygenase ALOX12 | P18054 | actives 1.1% (n = 580,000) | purified 12hLO, xylenol orange hydroperoxide absorbance | Potency, µM (top dose mostly 108 µM), for inactives: at the top dose activity change, negative = inhibition, usual class: inhibitors; note: potency is the fitted concentration of half-maximal effect; % is set by controls: 0 for no effect and ±100 for the full control effect
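Purified human 12hLO (150 nM final) in 25 mM Hepes, 0.01% Triton X-100, pH 7.0 was preincubated 15 min at room temperature with compound. Then 40 uM arachidonic acid was added, 30 min. Hydroperoxide was read by Fe-XO absorbance ratio 573/405 nm.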
RGS4 inh = human RGS4 inhibition | Transcreener GDP fluorescence polarization, RGS4-accelerated GTP hydrolysis | Potency, µM (series often up to 114 µM), for inactives: top-dose activity change, negative = inhibition, hits mostly inhibitors | actives 0.039% (n = 390,000) | AID 504845; note: potency is the fitted concentration of half-maximal effect; % is set by controls: 0 for no effect and ±100 for the full control effect; nearly all actives have a fitted effect of over 75% in size; some results filed as inactive show a strong effect at the top dose
Target sequence (P49798 whole entry, looked up): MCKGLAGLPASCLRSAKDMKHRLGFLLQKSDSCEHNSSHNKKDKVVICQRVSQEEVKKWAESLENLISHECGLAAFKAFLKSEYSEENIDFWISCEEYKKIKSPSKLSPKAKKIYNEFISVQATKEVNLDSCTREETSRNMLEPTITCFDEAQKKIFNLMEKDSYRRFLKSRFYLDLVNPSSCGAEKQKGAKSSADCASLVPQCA
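MLSMR compounds (23 nl, pin-transferred) preincubated 10 min at room temperature with a 500nM (2x) first reagent, then RGS4 at 900nM (2x) plus Transcreener GDP mix added; fluorescence polarization (620/688 nm) read before and after 90 min at 30 °C.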
ERG Ets-DNA blk = inhibitors of human ERG Ets domain-DNA interaction; P11308; fluorescence polarization, His-ERG Ets domain / labelled DNA; Potency, µM (highest dose often 76.9 µM), for the others: at the top dose FP activity, negative = inhibition, most hits filed as inhibitors; actives 0.028% (n = 370,000); AID 624246; active = well fitted inhibition curve with a large enough effect in the polarisation, with a control signal flat; inconclusive = small, poorly fitted or top-dose-only effect, or effect the other way, or a change in a side signal; inactive = no such curve, though single readings can be large or run the other way; the % refers to the polarisation;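 note: polarization taken with two DNA probes labelled with fluorescein and Texas red; potency is the fitted concentration of half-maximal effect; % of control where 0% means no effect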
Target sequence (P11308 whole entry, looked up, the tested form may be a part): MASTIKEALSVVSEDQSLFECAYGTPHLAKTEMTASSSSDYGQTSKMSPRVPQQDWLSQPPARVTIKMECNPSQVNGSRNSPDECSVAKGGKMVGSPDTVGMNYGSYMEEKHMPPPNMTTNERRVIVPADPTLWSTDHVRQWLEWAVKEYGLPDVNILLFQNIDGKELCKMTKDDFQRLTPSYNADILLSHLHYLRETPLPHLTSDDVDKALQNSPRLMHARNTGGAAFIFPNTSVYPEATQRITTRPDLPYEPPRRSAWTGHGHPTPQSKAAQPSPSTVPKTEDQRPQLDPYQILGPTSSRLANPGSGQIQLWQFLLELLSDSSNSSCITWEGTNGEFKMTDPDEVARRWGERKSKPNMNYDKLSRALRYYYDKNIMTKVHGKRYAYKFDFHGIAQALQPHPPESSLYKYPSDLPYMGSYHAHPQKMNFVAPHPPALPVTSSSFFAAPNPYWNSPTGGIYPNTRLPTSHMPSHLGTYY
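His-tagged ERG Ets domain (1 uM in the protein solution; 300mM KCl, 50mM Tris-HCl, 1mM EDTA, 1mM DTT, pH 7.5) received compound, then a probe mix of 5 nM fluorescein-DNA and 100nM Texas-615-DNA. Fluorescence polarization was read for both dyes.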
The depositor's hits bear a star; u = inconclusive; x = no result given; & = joins results of further samples; [ ] = remark or other dose. Unless noted, calls come from the whole dose curve; as a rule, active = well fitted curve in the direction sought with a large enough effect; inconclusive = small, poorly fitted or top-dose-only effect, or another doubt; inactive = no such curve, though single readings can be large; an effect the other way counts as inactive or inconclusive. These rows are one share of the data, so the mix of outcomes need not match the whole.

Sequence of screens – Vif-APOBEC3F blk	D2 agonist	Vif-APOBEC3G blk	GRP78 ERSR act	LDHA block	D2 antag	ALOX12 inh	RGS4 inh	ERG Ets-DNA blk
> CCN(CC)C(=O)c1cccc(C)c1
 : 4%	-1.2	-1%	1%&-1%	-1	-2	26%	15%	-3%
> O=C(N/N=C/c1c(O)n(Cc2ccccc2)c(=O)c2ccccc12)c1cccnc1
 : 2%	11	-8%	-4%	-1	2	-5%	-15%	0%
> O=C(NCC1CCCC(CNC(=O)Nc2ccc(Cl)cn2)C1)Nc1ccc(Cl)cn1 (stereo not given)
 : -1%	0.5	-1%	-6%	0	-20	-36%	6%	-2%
> CC(C)CN(C(=O)COC(=O)CCSc1ccc(Cl)cc1)c1c(N)n(Cc2ccccc2)c(=O)[nH]c1=O
 : u	x	-9%	-3%	-1	x	u	x	x
> COc1ccc(C(=O)NCc2nnc(SCC(=O)Nc3ccccc3)n2-c2ccc(F)cc2)cc1
 : 0%	-0.8	-5%	-3%	0	x	-21%	0%	-6%
> CC1CCCC(C)N1C(=O)COC(=O)COc1ccc(C#N)cc1 (stereo not given)
 : 1%	x	4%	-3%	-6	x	14%	0%	0%
> O=C(c1cccc([N+](=O)[O-])c1)N1CCN(c2n[nH]c(=O)[nH]c2=O)CC1
 : 4%	1.5	1%	0%	-5	-4	-1%	-7%	-12%
> O=C(CSc1nnc2ccccn12)NNC(=O)c1ccc(Cl)cc1
 : 24%	0.0	3%	-5%	-12	-24	4%	9%	-14%
> O=c1c2cnn(-c3ccccc3)c2ncn1Cc1ccccn1
 : x	-1.7	1%	-5%	-1	0	17%	-23%	-1%
> CCc1ccc(Nc2nc(N3CCOCC3)nc(N3CCOCC3)n2)cc1
 : 4%	-1.9	2%	-4%	-9	0	u	-10%[56.9 µM]	0%
> Cc1c(C(=O)NCc2cccc(Cl)c2)sc(=O)n1Cc1ccc(F)cc1
 : x	x	1%	u	2	x	3%	x	x
> CCN(CC)C(=O)N1CCC(NC(=O)c2ccc(C(C)(C)C)cc2)CC1
 : -6%	0.9	0%	-5%	-9	-11	0%	-21%	2%
> Cc1ccc(O)c(NC(=O)c2noc(C(C)C)c2[N+](=O)[O-])c1
 : -18%	-0.1	4%	6%	1	7	-21%	-22%	-3%
> CCOC(=O)CSc1ccc(-c2nc3ccccc3[nH]2)cn1
 : -10%	x	1%	-13%	0	x	0%	-10%	2%
> CCOC(=O)c1sc(NC(=O)CC)c(C#N)c1C
 : -4%	-0.3	-6%	-4%	-2	13	-9%	18%	-2%
> CCc1ccc(C(=O)N2CCN(S(=O)(=O)c3sc(C(=O)O)c(C)c3C(=O)O)CC2)cc1
 : -17%	x	1%	-3%	-1	x	174%[activator]	3%	-5%
> Cc1onc(-c2ccccc2)c1C(=O)N/N=C/c1c[nH]c2ccccc12
 : -16%	-0.8	-18%	-2%	6	-9	-4%	-49%	-2%
> CC1(NC(=O)CCS(=O)(=O)c2ccc(Cl)cc2)CCS(=O)(=O)C1 (stereo not given)
 : 1%	-0.8	0%	0%	0	10	0%	38%	-3%
> O=C(COC(=O)c1cccc(S(=O)(=O)N2CCc3ccccc3C2)c1)NCc1ccco1
 : -18%	-0.2	-10%	-1%	-4	3	8%	u	-4%
> CSc1ccccc1NC(=O)N1CCCC(C(=O)c2ccc3c(c2)OCO3)C1 (stereo not given)
 : -13%	x	0%	-3%	-8	x	-14%	17%	-1%
> CCOC(=O)C1=CN(Cc2ccco2)S(=O)(=O)NC1c1ccc(F)c(Cl)c1 (stereo not given)
 : -1%	x	-7%	-3%	4	x	-69%	-40%	7%
> Cc1ccc(NC(=O)/C(=C\c2ccc3c(c2)OCO3)NC(=O)c2ccco2)cc1
 : 7%	0.6	4%	-4%	-5	10	-19%	29%	-7%
> C=CCn1c(N)cc(=O)nc1SC(CC)C(=O)Nc1ccc(C(C)=O)cc1 (stereo not given)
 : -1%	0.5	0%	-4%	-6	-36	-4%	1%	19%
> O=C(O)C1CCCCC1C(=O)N1CCCC1 (stereo not given)
 : 2%	0.4	1%	0%	-7	-8	1%	-29%	3%
> CC1Cc2ccccc2N1S(=O)(=O)c1cccc(C(=O)NCC(c2ccco2)N2CCCC2)c1 (stereo not given)
 : u	-0.2	0%	0%	-3	-15	u	4%	22%
> Cc1cc(C)c(NC(=O)C2CCN(C(=O)N3CCOc4ccccc43)CC2)c(C)c1
 : 2%	3.3	2%	0%	3	x	7%	-3%	-1%
> O=C(NCCc1nc2ccccc2n1Cc1ccccc1F)c1ccc(F)cc1
 : 4%	-1.8	8%	-3%	-17	x	1%	-22%	-13%
> Cc1cc(C)cc(NC(=O)N2CCC(N3CCCCC3)CC2)c1
 : -4%	-0.6	2%	-5%	-1	x	0%	7%	0%
> O=C(NCCCN1CCCC1=O)C1CCN(S(=O)(=O)c2cc(C(F)(F)F)ccc2Cl)CC1
 : 1%	-0.2	4%	-5%	-5	-27	-10%	-2%	1%
> O=C(NC(NC(=S)N1CCOCC1)C(Cl)(Cl)Cl)c1cccc2ccccc12 (stereo not given)
 : -2%	1.3	2%	-1%	-7	-6	-9%	-4%	32%
> CCc1cc2c(=O)n(Cc3ccccc3)c(SC3CCOC3=O)nc2s1 (stereo not given)
 : -25%	x	-2%	5%	3	x	-3%	-17%	-1%
> CCCCNS(=O)(=O)c1cccc(NC(=O)[C@@H]2O[C@H](CO)[C@H](O)[C@H](O)[C@H]2O)c1
 : x	x	-1%	0%	1	x	-12%	x	x
> CSC(=CC(=O)c1ccccc1)SC
 : -8%	x	-1%	8%	-7	x	-8%	21%	-5%
> CCOc1ccc(NC(=O)c2oc3ccccc3c2NC(=O)c2cc3ccccc3o2)cc1
 : -3%	0.6	-5%	5%	-3	x	0%	4%	-4%
> CCNC(=O)c1c(NC(=O)c2nc(S(=O)(=O)CC)ncc2Cl)sc2c1CCCC2
 : 1%	1.7	-14%	-11%	2	x	0%	-6%	-1%
> COC(=O)CN1C(C(=O)c2ccccc2)=C(OC(=O)c2ccc(F)cc2)c2ccccc2S1(=O)=O
 : x	0.0	x	x	-7	x	-25%	11%	-23%
> COc1ccc(Cl)cc1N1C(=O)/C(=C\c2sccc2C)N=C1SCC(=O)NC1CC1
 : -14%	0.2	-6%	0%	4	1	u	-1%	-1%
> CCOc1ccc(-c2nnc(Nc3ccc(OC)c(C(=O)N4CCCCC4)c3)c3ccccc23)cc1
 : 2%	-0.9	-8%	-2%	-1	5	-6%	24%	5%
> CCCc1cc(=O)oc2c(C)c(OC(C)C(=O)NCCN3CCOCC3)ccc12 (stereo not given)
 : 1%	0.2	1%	2%	-4&15	-1	2%&-10%	20%[11.4 µM]	8%
> CCN(CC)C(=O)Cn1nnc(-c2ccc(C)o2)n1
 : 10%	0.1	0%	-4%	-3	-9	0%	-33%	-3%
> Cc1n[nH]c(C)c1S(=O)(=O)N(CC(=O)NC(C)c1ccccc1)c1ccc(C(C)C)cc1 (stereo not given)
 : -2%	0.1	-5%	0%	1	x	-29%	1%	-4%
> CCC(=O)Nn1c(C2CCC2)nc2ccccc2c1=O
 : -4%	0.8	0%	-4%	1	-15	1%	14%	-10%
> COC(=O)c1sc(NC(=O)c2cc3c(s2)CCCC3)nc1C
 : -17%	-1.0	0%	-2%	-3	-20	0%	3%	-3%
> COC(=O)c1sccc1NC(=O)Nc1ccc(F)cc1
 : 1%	0.3	-11%	0%	-8	-23	u	-6%	7%
> CCSc1nnc(NC(=O)C2CC2c2ccccc2)s1 (stereo not given)
 : -4%	0.0	-11%	-2%	-7	13	-12%	-16%	-19%
> COc1nc(NCCC2=CCCCC2)nc(OC)n1
 : -13%	-1.0	0%	9%	-9	-9	0%	34%	1%
> O=c1[nH]c2ccc(Br)cc2c(-c2ccccc2)c1N1CCOCC1
 : -1%	1.2	3%	-1%	-10	24	-15%	7%	-2%
> COc1ccc(OC)c(/C=C2\Oc3cc(OCC(=O)N4CCC(C(=O)O)CC4)ccc3C2=O)c1
 : -14%	7.8	2%	2%	-2	-10	-2%	-33%	6%
> O=C1CN(C(=O)c2cc3ccccc3o2)c2ccccc2N1
 : 11%	0.6	-5%	-2%	-4	-20	0%	-2%	-7%
> Cc1ccc(C(=O)N2C(=S)C(c3ccc(F)cc3)=NC23CCN(C)CC3)cc1
 : -18%	1.9	-26%	-1%	-6	-9	u	-40%	-5%
> C=CCNC(=O)C(=O)Nc1cc2c3c(c1)CCC(=O)N3CCC2
 : -13%	0.9	1%	-2%	-2	5	24%	-23%	2%
> COC(=O)c1ccsc1NC(=O)CN1C(=O)CCC1=O
 : 0%	-1.5	0%	-3%	-2	12	10%[57.4 µM]	9%	-5%
> Cc1c(Cl)c([N+](=O)[O-])nn1CC(=O)NCCCN1CCOCC1
 : 1%	1.1	-1%	0%	-4	1	-1%	18%	-7%
> COc1ccccc1CNC(=O)CSc1nc(N)c(C#N)c(-c2cccs2)c1C#N
 : 4%	0.1	1%	-9%	-3	-7	u	27%	0%
> Brc1ccccc1C1N=C(c2ccccc2)NO1 (stereo not given)
 : 0%	-0.1	0%	2%	0	-4	-24%	-44%	11%

Compound activity from PubChem BioAssay.
